# Compound activity from PubChem BioAssay.
# LYP inh 2: LYP (human) phosphatase inhibition. AID 640. 0.21% of 96,000 active. recombinant LYP catalytic domain, DiFMUP fluorescence. Q9Y2R2. inhibition, % at 2 µM;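 active means inhibition at 2 µM at or above a set limit, the screen mean plus 3 SD, cut at about 24% in these data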;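 further: 0% = DMSO with enzyme and 100% = enzyme fully blocked by orthovanadate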
# CYP2C9 activ: activators of human CYP2C9 | P11712 | recombinant CYP2C9, luciferin-H conversion, luminescence; active compounds read high; factor 1 = untreated enzyme, 0 = blocked | activation factor at 5 µM | 1.4% of 96,000 active;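 active means activation factor of 2 or more for CYP2C9 at a 5 µM dose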;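 further: 0 = sulfaphenazole-blocked wells and 1 = vehicle-only wells; values of inactives mirror those of a sister screen read the other way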
# PLK1 inh: inhibitors of human PLK1 kinase; AID 619; 0.53% of 97,000 active; inhibition, % at 10 µM; recombinant PLK1 kinase, TR-FRET peptide phosphorylation; P53350;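 active means inhibition of 50% or more in the single-concentration screen; inactive means inhibition below 50%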;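 further: 0% = DMSO max control and 100% = H-89 dihydrochloride min control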
# Target sequence (P53350 whole entry, looked up): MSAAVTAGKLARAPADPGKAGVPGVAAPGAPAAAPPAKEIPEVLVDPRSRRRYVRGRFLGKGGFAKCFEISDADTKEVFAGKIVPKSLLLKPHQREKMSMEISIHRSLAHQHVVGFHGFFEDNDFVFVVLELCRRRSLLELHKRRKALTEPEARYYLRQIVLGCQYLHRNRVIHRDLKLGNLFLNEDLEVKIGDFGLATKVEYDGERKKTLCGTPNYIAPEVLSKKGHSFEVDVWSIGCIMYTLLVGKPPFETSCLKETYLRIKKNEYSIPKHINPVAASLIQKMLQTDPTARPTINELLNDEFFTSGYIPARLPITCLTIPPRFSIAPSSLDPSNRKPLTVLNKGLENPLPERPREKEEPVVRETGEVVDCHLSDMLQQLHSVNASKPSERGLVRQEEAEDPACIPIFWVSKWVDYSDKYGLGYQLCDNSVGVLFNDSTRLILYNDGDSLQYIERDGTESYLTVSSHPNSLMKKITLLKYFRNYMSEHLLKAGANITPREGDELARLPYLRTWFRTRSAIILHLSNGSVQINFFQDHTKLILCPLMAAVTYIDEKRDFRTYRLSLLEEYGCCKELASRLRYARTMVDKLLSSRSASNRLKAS
# EphB4 antag: EphB4-ephrin-B2 interaction antagonism; EphB4 LBD / TNYL-RAW-Alexa532 peptide, fluorescence polarization; inhibition, % at 7 µM; 0.15% of 97,000 active;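 active means inhibition above the screen-wide mean inhibition plus 3 SD, cut at about 15% in these data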;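 further: 0% = DMSO wells and 100% = excess unlabeled TNYL-RAW peptide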
# Rev-RRE block: inhibitors of HIV-1 Rev-RRE RNA interaction. AID 704. inhibition, % at 8 µM. 0.79% of 97,000 active. Rev peptide-RRE RNA binding, FRET;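 active means inhibition above the screen-wide mean plus 3 SD, cut at about 35% in these data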;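 further: 0% = median DMSO wells and 100% = median Neomycin B control wells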
# Target sequence (P05866 whole entry, looked up): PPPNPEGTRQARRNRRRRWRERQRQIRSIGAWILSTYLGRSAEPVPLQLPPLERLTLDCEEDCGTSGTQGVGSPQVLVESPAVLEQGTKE
#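 Test system: labelled RRE RNA duplex and labelled Rev peptide. Times: 5 min compound–RNA preincubation, then 15 min with peptide, 25 °C. Doses: single-dose 8 µM. Measured by: FRET, excitation 480 nm, emission 540 nm donor and 671 nm acceptor. Measure: % inhibition of FRET ratio versus controls.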
# Candida biofilm: kills Candida albicans biofilms | 0.14% of 85,000 active | inhibition, % at 6 µM | C. albicans biofilm + clotrimazole, Alamar Blue;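 active means inhibition above 20%; inactive means inhibition below 20%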;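 further: preformed 24 hr biofilms exposed to compound for 48 hr; 0% = biofilm without compound and 100% = blank killed by clotrimazole plus chlorhexidine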
# PLK1 PBD inh: blocks phosphopeptide binding to human Plk1 polo box domain; 0.13% of 97,000 active; Plk1 PBD phosphopeptide binding, fluorescence polarization; inhibition, %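 (tested at about 20 µM)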; P53350; in the data active means inhibition above about 34%, passing the limit was not always enough
# LYP act: LYP (human) phosphatase activation; activation, % at 2 µM; 0.11% of 96,000 active; recombinant LYP, DiFMUP fluorescence; 0 = plate median, 100 = signal doubled;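 active means activation at 2 µM above a set limit, the mean plus 5 SD, cut at about 37% in these data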
# CYP2C9 inhib: human CYP2C9 inhibition; inhibition, % at 5 µM; CYP2C9 Supersomes, luciferin-H conversion, luminescence; P11712; 20% of 96,000 active;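 active means blocking of liver enzyme CYP2C9 beyond about 50% at 5 µM, limit read from the data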; further: values of inactives mirror those of a sister screen read the other way
# Starred values were filed as active, the others as inactive; / = no result given.
structure	LYP inh 2	CYP2C9 activ	PLK1 inh	EphB4 antag	Rev-RRE block	Candida biofilm	PLK1 PBD inh	LYP act	CYP2C9 inhib
CCOC(=O)c1cc(CC)sc1NC(=O)COC	-14.5	0.2	-4.0	-2.7	0.2	4.2	-14.1	9.5	84.3*
O=C(CN1C(=O)c2cccc3cccc1c23)Nc1ccc2c(c1)OCO2	3.0	0.8	-6.7	3.9	2.1	-2.1	13.1	1.2	15.4
O=C(Cc1cccc2ccccc12)N1CCCc2ccccc21	13.4	2.3*	-4.5	6.6	3.3	0.5	4.5	-11.5	-132.4
O=C(CN1CCN(c2ccc(Cl)cc2)CC1)N1CCCC1	8.2	0.4	-15.4	4.8	7.4	/	-4.5	-12.0	57.4*
O=C(CSC1c2ccccc2C(=O)N1c1ccccc1)N1CCOCC1 (stereo not drawn)	-0.3	/	-4.3	-1.1	8.4	/	-5.3	4.4	/
CCC(COC(=O)Nc1cccc(C)c1C)NC(=O)OCC(C)C (stereo not drawn)	2.4	0.5	-4.0	6.7	1.2	-2.7	-1.2	-5.3	49.5
CCNS(=O)(=O)c1ccc(NS(C)(=O)=O)cc1	1.2	1	-5.5	4.8	12.4	-6.6	-27.2	2.1	-3.2
O=C(Cn1c(=O)n(Cc2ccco2)c(=O)c2c3c(sc21)CCCC3)Nc1ccccc1	8.0	0.2	-6.5	7.1	5.9	5.1	-9.2	-11.8	79.8*
c1ccc(-n2nnnc2-n2cnc3ccccc32)cc1	-6.3	0.6	-16.5	-11.4	4.4	0.7	8.4	3.4	43.8
CC12CCC(C(=O)N(CCC#N)CCC#N)(CC1=O)C2(C)C (stereo not drawn)	-9.1	1.1	-18.4	-0.3	5.0	5.5	-20.3	9.8	-10.7
Cc1ccc(C2C3=C(CC(C)(C)CC3=O)N(CCN3CCOCC3)C3=C2C(=O)CC(C)(C)C3)cc1	2.8	1.1	-0.2	-11.3	-0.3	4.4	20.6	-5.0	-6.5
O=C(c1ccccc1)c1ccc(OC(=O)N2CCOCC2)cc1	2.3	1	2.9	-2.1	1.7	7.2	4.6	-6.2	-2.0

# Of the compounds above, these have sulfur:
structure	LYP inh 2	CYP2C9 activ	PLK1 inh	EphB4 antag	Rev-RRE block	Candida biofilm	PLK1 PBD inh	LYP act	CYP2C9 inhib
CCOC(=O)c1cc(CC)sc1NC(=O)COC	-14.5	0.2	-4.0	-2.7	0.2	4.2	-14.1	9.5	84.3*
O=C(CSC1c2ccccc2C(=O)N1c1ccccc1)N1CCOCC1 (stereo not drawn)	-0.3	/	-4.3	-1.1	8.4	/	-5.3	4.4	/
CCNS(=O)(=O)c1ccc(NS(C)(=O)=O)cc1	1.2	1	-5.5	4.8	12.4	-6.6	-27.2	2.1	-3.2
O=C(Cn1c(=O)n(Cc2ccco2)c(=O)c2c3c(sc21)CCCC3)Nc1ccccc1	8.0	0.2	-6.5	7.1	5.9	5.1	-9.2	-11.8	79.8*

# The main list resumes with the two entries that preceded the break.
structure	LYP inh 2	CYP2C9 activ	PLK1 inh	EphB4 antag	Rev-RRE block	Candida biofilm	PLK1 PBD inh	LYP act	CYP2C9 inhib
Cc1ccc(C2C3=C(CC(C)(C)CC3=O)N(CCN3CCOCC3)C3=C2C(=O)CC(C)(C)C3)cc1	2.8	1.1	-0.2	-11.3	-0.3	4.4	20.6	-5.0	-6.5
O=C(c1ccccc1)c1ccc(OC(=O)N2CCOCC2)cc1	2.3	1	2.9	-2.1	1.7	7.2	4.6	-6.2	-2.0
O=C(NNC(=O)c1cc2cc3ccccc3nc2s1)c1ccc(F)cc1	23.6	1.2	-8.8	0.8	-2.1	/	-2.3	-21.3	-15.5
COc1cc([C@H]2[C@@H]3CCCC[C@]3(O)CCN2CC(=O)Nc2ccc(C)cc2)ccc1O	-8.0	0.3	-6.1	8.3	10.6	7.1	1.7	5.9	74.1*
O=C(NCc1nc2ccccc2[nH]1)c1cccc(S(=O)(=O)N2CCCC2)c1	-3.3	0.6	-9.8	3.5	6.5	-3.4	-10.6	-0.6	39.3
O=C(CCCSc1nc2ccccc2s1)NC1=NCCS1	7.5	1.5	2.2	-0.5	3.7	5.4	19.0	-9.1	-47.0
COC(=O)CSc1nnc(-c2ccco2)o1	-2.6	1	-10.4	2.1	4.5	6.4	1.8	2.2	0.4
CCOC(=O)c1[nH]c(C)c(CCC(=O)OC)c1C	-9.8	0.9	-5.8	-2.3	-1.5	4.7	0.9	6.2	10.9
Cc1cc(C(=O)CSc2nnc(-c3cccc(F)c3)n2N)c(C)n1Cc1ccc2c(c1)OCO2	-1.1	0.6	-4.2	8.2	-0.6	/	-9.6	0.4	42.7
CCOC(=O)c1c(N)sc2c1C1CCN2CC1	4.1	0.8	-2.8	6.5	1.0	2.2	1.6	-6.2	20.3
COc1ccc2cc(CN(C(=O)Nc3ccccc3OC)C3CCCC3)c(=O)[nH]c2c1	-2.1	0.5	-6.5	13.1	6.9	6.9	6.1	0.1	51.1*
O=C(CSc1nc2ccccc2[nH]1)c1ccc2c(c1)OCO2	-0.4	0.3	-10.5	3.0	2.6	12.4	10.3	-2.7	71.1*
CSCCc1nc(SCC(=O)Nc2nnc(C)s2)[nH]c1C	-11.1	1	-10.0	-8.1	4.4	5.9	34.0	10.5	0.9
CC(C)CSc1ncnc2c1oc1nc3c(cc12)COC(C)(C)C3	3.1	0.3	-8.2	5.7	1.9	1.8	-8.2	0.3	72.4*
COCCN(Cc1cc2cc3c(cc2n2nnnc12)OCO3)C(=O)c1ccccc1F	-3.6	0.5	-0.4	-4.3	-0.3	7.7	-2.5	8.3	45.2
Cc1ccc(NC(=O)CN(C)c2ccc(S(=O)(=O)N3CCN(C)CC3)cn2)cc1	2.6	0.4	-1.4	-2.9	4.3	7.8	-11.5	-2.0	55.6*
COc1ccccc1C(=O)OCC(=O)Nc1ccc(OC(F)F)cc1	-6.0	0.7	-4.3	-2.5	2.1	-0.3	-14.1	4.6	29.0
COC(=O)c1cc(NC(=O)CN2CCC(C(N)=O)(N3CCCCC3)CC2)cc(C(=O)OC)c1	4.5	0.9	-6.7	0.0	8.2	5.5	19.2	-2.0	13.2
O=C(CSc1nnc(-c2cccnc2)n1CCc1ccccc1)N1CCCCC1	-8.4	0.9	-11.1	-2.6	0.9	4.4	-4.3	7.1	5.2
Cc1nc(S/C(=C/c2ccc(-c3cccc(Cl)c3)o2)C(=O)O)n[nH]1	24.4*	1	-14.5	7.1	28.8	/	7.8	-20.8	-4.0
CCCCC1(C)NC(=O)c2c(C)sc(C(=O)OCC)c2N1 (stereo not drawn)	-7.0	0.1	-11.8	0.1	12.5	10.8	-10.1	8.5	93.9*
Cc1ccc2nsnc2c1NC(=O)c1ccc(-c2cc(Cl)ccc2Cl)o1	17.9	1.1	-10.6	2.7	-0.5	/	-5.9	-13.3	-10.8
O=C(O)CCN1CCc2ccccc21	-6.8	1.1	8.1	8.8	-1.3	4.7	-8.2	4.8	-12.8
COCC(=O)N/N=C(\C)CC(=O)Nc1ccccc1C(N)=O	-2.1	1	-12.8	-8.0	3.1	/	-11.3	4.7	0.0
O=C(Nc1nccs1)c1cccc(NC(=O)c2ccco2)c1	-14.5	/	-6.2	1.5	3.5	4.1	7.2	13.3	/
Clc1cccc(CSc2nnc(-c3cccnc3)n2Cc2ccco2)c1	3.1	0.4	-15.8	2.0	9.6	-4.1	24.9	-4.6	64.9*
Cc1ccc(-n2c(=O)[nH]cc(C(=O)N3CCc4ccccc43)c2=O)cc1	0.9	1	-14.1	-0.2	-5.1	8.4	-8.3	-0.4	0.3
CCOC(=O)N1CCN(C(=O)CNCc2cccs2)CC1	8.2	0.9	-15.2	-9.3	-0.5	/	-24.3	-3.9	11.3
CCOC(=O)Cn1c(=O)oc2cc(S(=O)(=O)N(CCN(C)C)Cc3ccccc3)ccc21	-12.1	0.9	-3.0	1.5	2.4	10.0	16.1	9.8	8.6
CCOC(=O)C1CCCN(Cc2nc(N)nc(Nc3ccc(OC)cc3)n2)C1 (stereo not drawn)	-7.2	1	-12.5	-5.1	0.2	-0.5	0.3	5.7	4.5
CN1CCN(CC(=O)N2c3ccccc3C(C)(c3ccccc3)CC2(C)C)CC1 (stereo not drawn)	0.1	1.1	-17.1	0.8	0.5	3.8	-4.2	-1.5	-5.0
COc1ccc(CCNc2oc(COc3ccccc3F)nc2C#N)cc1	-23.3	0	-3.8	-1.8	17.9	-5.0	-1.4	19.5	97.2*
Cc1nn(-c2cc(N3CCOCC3)ccc2[N+](=O)[O-])c(=O)c2ccccc12	-4.2	0.8	0.9	-0.4	1.4	-2.4	-2.7	3.6	20.4
O=c1cc(NCC2CCCO2)[nH]c(=O)n1-c1ccc(Cl)cc1 (stereo not drawn)	-21.0	/	-11.1	4.5	2.6	11.6	9.4	14.4	/
Cc1cc(NC(=O)C2CC(c3ccc(F)cc3)=NO2)no1 (stereo not drawn)	2.3	0.8	4.0	-8.2	1.2	12.3	32.0	-2.9	23.3
COc1ccc(C(=O)NCc2cccnc2)cc1Br	11.0	0.3	-8.7	-1.2	4.9	7.4	1.6	-9.1	72.5*
COc1ccc(C(CC(=O)c2ccccc2)C2CCCCC2=O)cc1 (stereo not drawn)	-3.3	0.8	-2.8	1.8	7.3	1.4	-5.8	5.0	16.8
CC(=O)NC1(c2nnnn2CCOC(=O)Nc2ccc(Cl)cc2)CCCCC1	-9.9	0.3	-10.5	7.7	3.9	/	-23.2	6.5	71.0*
CS(=O)(=O)N1CCc2cc(-c3csc(NC(=O)Cc4cccs4)n3)ccc21	10.6	0.2	-7.2	5.5	7.1	7.7	-1.7	-12.4	83.4*
O=C1c2oc3ccccc3c(=O)c2C(c2ccccn2)N1Cc1ccccc1 (stereo not drawn)	5.9	0.9	-4.4	0.2	-0.3	6.3	8.1	-2.7	9.2
CCOc1cc(C#N)c(NC(=O)c2cccnc2Cl)cc1OCC	-2.5	0.3	-21.8	2.3	5.2	3.7	-3.3	6.5	65.4*
Cc1nc2ncnn2c(C)c1CCC(=O)NC(C)CCc1ccco1 (stereo not drawn)	-8.3	0.7	-1.9	6.2	7.9	0.1	2.6	6.9	33.4
CCNC(=O)c1sc(=S)n(-c2ccc(C)cc2)c1N	18.7	0.6	-4.9	4.4	10.4	2.8	-4.4	-17.8	36.6
CCC(NC(=O)NC1=NCCS1)(C(F)(F)F)C(F)(F)F	2.4	1.1	0.4	-2.0	1.3	1.1	-0.6	-4.6	-12.6
CC1(C)CC(=O)C(=Cc2cn(-c3ccccc3)nc2-c2ccc(Cl)cc2)C(=O)C1	11.6	1	-10.4	0.7	6.4	/	5.7	-9.6	2.4
COC(=O)Nc1ccc(S(=O)(=O)N2CCCC(C(=O)Nc3cccnc3)C2)cc1 (stereo not drawn)	-6.8	0.6	17.7	5.9	5.3	4.9	5.0	8.6	39.6
CCCCCN(C(=O)NC(=O)Nc1ccccc1OC)S(C)(=O)=O	-11.5	0.3	-4.2	-10.8	4.1	8.5	26.9	8.2	68.3*
CC(C)c1cc(C(=O)O)n(-c2ccccc2)n1	6.2	1	0.1	-2.8	8.7	5.8	1.9	-4.1	-2.0
O=C(/C=C/c1ccc(Cl)c([N+](=O)[O-])c1)NCc1cccnc1	-22.0	/	-0.8	-3.6	5.2	/	-3.3	19.0	/
O=C(Nc1ccc2ccccc2c1)c1cn(-c2ccccc2)nc1-c1cccs1	3.8	0.6	-11.1	1.7	6.4	4.7	-7.8	-1.0	40.1
CC(=O)c1cccc(N(C(=O)c2ccccn2)C(C(=O)NC2CCCCC2)c2cccs2)c1 (stereo not drawn)	0.5	0.9	-5.1	-3.5	-0.7	/	-22.8	3.6	7.7
